# Screening data deposited in PubChem by National Center for Advancing Translational Sciences (NCATS).
# p53ts 32C kill: kills p53ts cells at the permissive temperature; H1299-p53A138V at 32C, ATP luminescence viability, 24 h; Potency, µM (highest dose often 46.1 µM), inactives show top-dose activity change, negative = cytotoxicity, actives largely listed as cytotoxic; 130,000 tested, 0.93% active; AID 924;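 note: 0% = DMSO and -100% = full killing by reference compound; nearly all actives have a fitted effect of over 55% in size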
#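 H1299-p53 A138V cells (temperature-sensitive p53) exposed 24 h to up to 46 uM compound at 32C, where p53 is wild-type in conformation. Viability read as ATP luminescence and normalised to DMSO and 100 uM tamoxifen. AC50 fitted with the Hill equation.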
# p53ts 39C kill: p53ts cell cytotoxicity, nonpermissive temperature; 130,000 tested, 1.5% active; AID 902; Potency, µM (top dose mostly 46.1 µM), for inactives: top-dose activity change, negative = cell killing, most hits filed as cytotoxic; H1299-p53A138V viability at 39C, ATP luminescence, 24 h; note: nearly all actives have a fitted effect of over 55% in size
# IkB sig inh: IkB pathway inhibition in ABC-DLBCL cells; 110,000 tested, 0.04% active; Potency, µM (highest dose often 57.1 µM), inactives show top-dose IkBa stabilization activation; ABC-DLBCL IkBa-CBG/CBR dual luciferase ratio, 4 h; response scale: scaled: untreated 0%, proteasome inhibitor 100%; active = well fitted curve in the direction sought with a large enough effect in the signal ratio, not every such curve was filed as active; inconclusive = small, poorly fitted or top-dose-only effect, or a change in a side signal; the % refers to the signal ratio;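 note: the direction sought is a rising ratio; 0% = basal untreated cells and 100% = reference inhibitor full response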
#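 In this assay, an IκBα–CBG68 fusion accumulates when IKK-driven degradation is blocked; native CBR normalizes for cell number. OCI-Ly3 cells were treated 4 h with compound and doxycycline, then green and red light read after Chroma-Glo addition.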
# Imprint erasure: induces erasure of genomic imprints in mouse ES cells; 110,000 tested, 0.02% active; mouse ES Peg3-LacZ reporter, beta-gal luminescence, 40 h; AID 1948; Potency, µM (highest dose often 60.7 µM), inactives show top-dose activity change, positive = activation, most hits filed as activators;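 note: 0% = negative control wells on the plate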
#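 Readout: BetaGlo luminescence (5 min, room temp) for LacZ from the normally silent maternal Peg3 allele in female Peg3LacZ-Neo ES cells. Cells 300/well, 40 h, 37C, 5% CO2. Data normalized per plate to negative controls.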
# * hit, by the source's call; ? = inconclusive; · = not tested or not shown; [ ] = dose if it differs, or a comment. Unless noted, calls come from the whole dose curve; as a rule, active = well fitted curve in the direction sought with a large enough effect; inconclusive = small, poorly fitted or top-dose-only effect, or another doubt; inactive = no such curve, though single readings can be large; an effect the other way counts as inactive or inconclusive. Unless noted, % is set by controls: 0 for no effect and ±100 for the full control effect; potency is the fitted concentration of half-maximal effect.
# Values in the order: p53ts 32C kill | p53ts 39C kill | IkB sig inh | Imprint erasure
- COc1ccc(-c2nn(C)c3sc(C(=O)NCCN(C)C)cc23)cc1OC
    -4% | 5% | 0.0% | -8%[10.9 µM]
- CN1CCCN(C(=O)Cc2c(Cl)cccc2Cl)c2nc3ccccc3nc21
    14% | 3% | 7.7% | -22%
- CCc1nnc(NC(=O)c2ccc(S(=O)(=O)NCC(C)C)cc2)s1
    8% | 8% | 0.5% | -2%
- COc1ccc(N2CC(NC(=O)C3CC3)CC2=O)cc1 (stereo not drawn)
    -3% | 24% | -0.6% | -7%[10.9 µM]
- CC1=C2[C@H](/C=C(\C)C(=O)O)CC[C@@H](C)[C@H]2CC1
    8%[1.84 µM] | -14% | 0.2% | -7%
- COc1ccc(NC(=O)CSc2oc(-c3ccco3)nc2S(=O)(=O)c2ccccc2)c(OC)c1
    2% | 40%[activator] | ? | -7%[10.9 µM]
- O=C(NCC(c1cccnc1)N1CCN(c2ccccc2F)CC1)c1cccc(Cl)c1 (stereo not drawn)
    -12% | -15% | ? | -23%
- CC1CCN(C(=O)C2CCN(C(=O)c3cc4sccc4n3Cc3ccc(F)cc3)CC2)CC1
    35%[activator] | 3% | ? | -22%
- O=C(CSc1nccn1-c1cccc(Cl)c1)Nc1ccc2c(c1)OCO2
    4% | ? | 0.0% | -12%[10.9 µM]
- Cc1ccc2c(c1)c(=O)c(C(=O)c1ccc3c(c1)OCO3)cn2Cc1cccc(F)c1
    -5% | ? | ? | -9%[10.9 µM]
- CCn1c2ccccc2c2nnc(N3CCN(c4ccc(F)cc4)CC3)nc21
    2% | -1% | 0.6% | -6%[10.9 µM]
- COc1cc2c(cc1OC)-c1cc(NC3CCCCCC3)nc(=O)n1CC2
    -9% | -6% | -1.7% | -12%
- Cc1csc2nc(CSc3ccc(Cl)cc3)cn12
    -29% | -27% | ? | -60%[inhibitor]
- COc1ccc(N2Cc3cccc(C(=O)N4CCN(C(=O)c5ccco5)CC4)c3C2=O)cc1
    5% | 5% | 2.3% | -2%
- Cc1oc(-c2ccc(Cl)cc2)[n+]([O-])c1C
    4% | 1% | -0.3% | 2%

# Next section, starting with the last 2 of the part before.
# Values in the order: p53ts 32C kill | p53ts 39C kill | IkB sig inh | Imprint erasure
- COc1ccc(N2Cc3cccc(C(=O)N4CCN(C(=O)c5ccco5)CC4)c3C2=O)cc1
    5% | 5% | 2.3% | -2%
- Cc1oc(-c2ccc(Cl)cc2)[n+]([O-])c1C
    4% | 1% | -0.3% | 2%
- CC1CCC2C(=O)N3C(CCC(C)[C@@H]3c3cccc(N4CCOCC4)c3)C(=O)N2C1c1cccc(N2CCOCC2)c1 (stereo partly drawn)
    5%[9.22 µM] | 5%[9.22 µM] | · | ·
- Cc1nn(C(=O)c2c(F)cccc2F)c(C)c1S(=O)(=O)N1CCCCCC1
    1% | 14% | 3.7% | -8%[10.9 µM]
- CCN1C(=O)C(CC(=O)NCc2ccc(Cl)cc2)N(CC)C1=O (stereo not drawn)
    2% | 9% | 0.3% | 8%
- COc1ccc(C(=O)NCc2cn3ccsc3n2)cc1OC
    2% | -2% | -1.6% | 11%
- O=S1(=O)CCC(NCC2CCCO2)C1 (stereo not drawn)
    0% | 3% | 0.3% | -5%
- O=C(c1ccccc1)N1CCCOC1c1ccccc1 (stereo not drawn)
    7% | 2% | 0.6% | ?
- O=C(CC1OC(=O)c2ccccc21)NC1CCCCC1 (stereo not drawn)
    0% | 1% | ? | 1%
- CCCc1cc(=O)oc2c3c(ccc12)OCN(Cc1ccccc1OC)C3
    -1% | 0% | -1.8% | -13%[10.9 µM]
- COc1cccc(C2C(C(N)=O)=C(C)Nc3nc(CCCO)nn32)c1OC (stereo not drawn)
    -2% | 1% | -2.1% | 7%
- COc1ccc(/C=C/c2nc(C#N)c(NC3CCCCC3)o2)cc1OC
    1% | -28% | ? | -9%[10.9 µM]
- O=S(=O)(O)c1ccc2cc(N=Nc3cc(S(=O)(=O)O)c4cccnc4c3O)ccc2c1
    12%[9.22 µM] | 9%[9.22 µM] | -1.3%[11.4 µM] | -3%[10.9 µM]
- O=C(c1cc2c(=O)oc3ccccc3c2s1)N1CCOCC1
    6% | 1% | 7.6% | -7%
- CCCSc1nnc2c(n1)OC(CC)N(C(C)=O)c1ccccc1-2 (stereo not drawn)
    0% | 1% | ? | -6%[10.9 µM]
- O=C1CSC2(C(=O)N(Cc3c(F)cccc3Cl)c3ccccc32)N1c1ccc(F)c(F)c1 (stereo not drawn)
    13% | 39%[activator] | 2.6% | 18%[10.9 µM]
- Cc1cc(C)c(NC(=O)CCc2c(C)nc3c(c(C)nn3C(C)(C)C)c2C)c(C)c1
    8% | -4% | -0.1% | -3%[10.9 µM]

# Later entries:
# Values in the order: p53ts 32C kill | p53ts 39C kill | IkB sig inh | Imprint erasure
- Cc1cn(C)c(CC(=O)NCc2ccccc2Cl)c1C(=O)O
    6% | 0% | -0.3% | -12%[10.9 µM]
- CCN(CC)CCCNC(=O)Cc1ccc(NC(=O)N2CCCCc3ccccc32)cc1
    -2% | -27% | -0.4% | -11%[10.9 µM]
- COc1ccccc1C(=O)NC1(C(F)(F)F)C(=O)Nc2c1c(=O)[nH]c(=O)n2-c1ccc(F)cc1 (stereo not drawn)
    -9% | 7% | -1.9% | 7%[10.9 µM]
- COc1cc(NC(=O)CSc2ncc(S(=O)(=O)c3ccc(Br)cc3)c(=O)[nH]2)cc(OC)c1
    0% | ? | ? | -3%[10.9 µM]
- CCN(CC)CCCNC(=O)Cn1ncc2c(=O)oc3ccc(C)cc3c21
    1% | 15% | 2.7% | -14%
- CCOc1cc(C#N)c(NC(=O)c2cccc(S(=O)(=O)N3CCOCC3)c2)cc1OCC
    0% | -2% | ? | 3%[10.9 µM]
- CCOC(=O)N1CCN(C(=O)c2ccc3c(c2)sc2nc(-c4ccccc4)cn23)CC1
    5% | -1% | · | ·
- O=C(O)C1CCCCC1C(=O)Nc1cnn(Cc2ccccc2)c1 (stereo not drawn)
    -4% | -11% | -0.3% | -6%
- CC(=O)c1cccc2c(O)c(C3=Nc4ccccc4C3=O)[nH]c12
    0% | 16% | · | ·
- COc1ccc(OC)c(NC(=O)CSC2=Nc3ccccc3C3=NC(CCC(=O)NCCc4ccccc4)C(=O)N23)c1 (stereo not drawn)
    4% | -19% | -0.4% | ?
- CC(=O)Nc1ccc(/C=C/c2nc(-c3ccccc3O)n(-c3ccccc3)n2)cc1
    2% | 8% | -1.1% | -9%[10.9 µM]
- O=C(NCc1cn2ccsc2n1)Nc1cccc(Cl)c1
    -2% | 6% | ? | -3%
- Cc1oc2ccc(O)cc2c1C(=O)OC(C)C
    5% | 5% | · | ·
- O=C(COC(=O)C1(c2ccccc2)CC1)N1CCN(c2ccc(F)cc2)CC1
    -1% | 13% | ? | -10%
- CC1CCC(Nc2ncnc3onc(-c4ccc(F)cc4)c23)CC1 (stereo not drawn)
    9% | -4% | -2.3% | -7%[10.9 µM]

# Continuation:
# Values in the order: p53ts 32C kill | p53ts 39C kill | IkB sig inh | Imprint erasure
- CCCCc1nn2c(=O)cc(COC(=O)c3ccco3)nc2s1
    0% | -16% | -3.6% | -10%[10.9 µM]
- Cc1nc(-c2ccc(S(=O)(=O)N3CCN(c4ccc(F)cc4)CC3)cc2)co1
    -5% | -30% | ? | -12%[10.9 µM]
- COc1ccc(CNC(=O)CSc2ncc(S(=O)(=O)c3ccc(Br)cc3)c(=O)[nH]2)cc1
    14% | -3% | 3.6% | -5%[10.9 µM]
- O=C(NCc1cccs1)C1CCN(c2nc3ccccc3o2)CC1
    -3% | -1% | 3.0% | -15%
- CCC(=O)N1CCc2cc(CNC(=O)Nc3ccc(OC)cc3OC)ccc21
    2% | -3% | 0.6% | -8%[10.9 µM]
- COc1ccc(Nc2nnc(-n3nc(C)cc3C)c3ccccc23)cc1
    8% | 4% | -0.3% | -5%[10.9 µM]
- CCC(=O)n1nc(-c2ccccc2)nc1NCc1ccccc1
    -1% | -1% | 2.8% | -1%
- COCCN(Cc1ccco1)C(=O)c1cc2c(=O)[nH]c3ccc(C)cc3c2s1
    3% | -3% | ? | -6%[10.9 µM]
- COC(=O)c1nnn(-c2ccccc2)c1N
    -4% | -9% | 5.0% | -19%
- CCN(C(=O)Cn1cc(C(=O)c2ccc(F)cc2)c(=O)c2ccc(C)nc21)c1cccc(C)c1
    5% | -2% | 2.7% | 14%[10.9 µM]
- C[C@@](N)(C(=O)O)c1ccc(S(=O)(=O)O)cc1
    -6% | -1% | 0.3% | -7%
- Cc1ccc(NC(=O)C(C)N2C(=O)C3CC=C(Cl)CC3C2=O)cc1 (stereo not drawn)
    7% | 5% | 0.1% | -11%
- O=C(NCc1ccccc1)c1cccc(NC(=O)c2ccco2)c1
    -15% | 6% | 3.0% | -11%
- O=C(c1ccccc1)N(CCN1CCOCC1)C1(C(=O)Nc2ccccc2)CCCCC1
    5% | 1% | 0.3% | -1%
- CC(=O)Nc1ccc(NC(=O)c2ccccc2N(C)S(C)(=O)=O)cc1
    0% | 5% | -1.4% | -1%

# Continuation.
Structure | p53ts 32C kill | p53ts 39C kill | IkB sig inh | Imprint erasure
Cc1ccc(-c2n[nH]c3c2C(c2ccccc2Cl)N(c2ccc(C(=O)O)cc2)C3=O)cc1 (stereo not drawn) | 45%[activator] | 44%[activator] | ? | -6%[10.9 µM]
C=CCn1c(SCc2csc(C)n2)nc2sc3c(c2c1=O)CCCCC3 | -4% | 2% | 0.1% | -15%
COC(=O)c1cc(Br)c(=O)n(Cc2ccncc2)c1 | 9% | 2% | 0.3% | 7%
Cc1ccc(-n2c(SCc3ccccc3F)nc3[nH]ncc3c2=O)cc1Cl | ? | ? | -5.7% | 22%[10.9 µM]
Cc1cccc(C)c1-n1c(C)cc(/C=C2\NC(=O)NC2=O)c1C | -1% | 3% | · | ·
CCOC(=O)c1ccc(-c2ccc(/C=C(\C#N)c3nc4ccc(C)cc4[nH]3)o2)cc1 | ? | 3.2µM* | ? | -41%[inhibitor][10.9 µM]
Cc1nn(C)c(C(=O)N2CCc3ccccc32)c1Cl | -23% | -1% | · | ·
COC(=O)c1cc(OC)c(OC)cc1NC(=O)C1CCC(=O)N1S(=O)(=O)c1ccc(C)cc1 (stereo not drawn) | 11% | 1% | -1.4% | -3%
Cc1oc(-c2ccc(Cl)cc2)nc1CN1CCC(C(=O)NCc2cccnc2)CC1 | -7% | -5% | 0.5% | -18%
c1ccc2c(-n3cccn3)cccc2c1 | -1% | -3% | 0.9% | -12%

# (cont.)
Structure | p53ts 32C kill | p53ts 39C kill | IkB sig inh | Imprint erasure
Cc1ccccc1C(=O)NC1CC(C)(C)NC(C)(C)C1 | 0% | 6% | 0.4% | ·
CC(=O)c1nnn(-c2ccc(C)cc2Cl)c1C | 7% | 5% | -0.7% | -6%[10.9 µM]
O=C(CSc1nc2c(sc3ccccc32)c(=O)n1Cc1ccco1)NCC1CCCO1 (stereo not drawn) | -3% | -11% | -1.1% | 10%
Cc1ccc(C(=O)c2oc3ccccc3c2NC(=O)c2cc(-c3ccc(Cl)cc3)on2)cc1 | 3% | 27% | ? | -10%[10.9 µM]
Cc1cc2cc(CNC(=O)CC(C)C)ccc2n1C | -1% | 3% | -0.5% | -8%
COc1ccc(CC(=O)OCC(=O)Nc2c(C)n(C)n(-c3ccccc3)c2=O)cc1 | -3% | 0% | -0.9% | -5%
CCC(=O)Nc1ccc(C(=O)Cn2nc(C(=O)O)c3ccccc3c2=O)cc1 | 10% | 14% | -0.2% | 8%
Cc1cc(NC(=O)CCCC(=O)N(CC(=O)NC2CCCCC2)c2ccccc2)no1 | -23% | -11% | ? | -11%

# Quoted from the listing:
# CC(=O)c1nnn(-c2ccc(C)cc2Cl)c1C | p53ts 39C kill = 5%
# CCC(=O)Nc1ccc(C(=O)Cn2nc(C(=O)O)c3ccccc3c2=O)cc1 | p53ts 32C kill = 10%
# Cc1ccc(C(=O)c2oc3ccccc3c2NC(=O)c2cc(-c3ccc(Cl)cc3)on2)cc1 | Imprint erasure = -10%[10.9 µM]
# COc1ccc(CC(=O)OCC(=O)Nc2c(C)n(C)n(-c3ccccc3)c2=O)cc1 | Imprint erasure = -5%
# O=C(CSc1nc2c(sc3ccccc32)c(=O)n1Cc1ccco1)NCC1CCCO1 (stereo not drawn) | p53ts 32C kill = -3%
# Cc1cc(NC(=O)CCCC(=O)N(CC(=O)NC2CCCCC2)c2ccccc2)no1 | Imprint erasure = -11%
